# rTrxR1 inhibitor – blocks rat thioredoxin reductase 1; O89049; recombinant rTrxR1, NADPH fluorescence consumption, selenite substrate; Potency, µM (top dose mostly 114 µM), for inactives: at the highest dose activity change, negative = inhibition, usual class: inhibitors; 390,000 compounds, 1% hits; also: potency is read from the fitted curve at half-maximal effect; % is scaled to controls: 0 for no effect and ±100 for the full control effect; nearly all actives have a fitted effect of over 65% in size
#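 Rat TrxR1 (90 nM in the dispensed reagent) was pre-reduced with 400 uM NADPH for 5 min at room temperature, then incubated with compound for 15 min. After 400 uM selenite was added, NADPH fluorescence (Ex 340/Em 450 nm) was followed for 8 min.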
# Pin1 inhibitor – human Pin1 inhibition. Q13526. Pin1 FP peptide displacement, HiFluor488, 10 min. Potency, µM (titrated, usually from 115 µM), for inactives: top-dose activity, negative = inhibition, usual class: inhibitors. 390,000 compounds, 0.009% hits. AID 504891; active = well fitted inhibition curve with a large enough effect in the polarisation, with a control signal flat, not every such curve was filed as active; inconclusive = small, poorly fitted or top-dose-only effect, or effect the other way, or a change in a side signal; inactive = no such curve, though single readings can be large or run the other way; the % refers to the polarisation; also: potency is read from the fitted curve at half-maximal effect; % is scaled to controls: 0 for no effect and ±100 for the full control effect
# PI4K2A block – inhibitors of human PI4K2A; purified PI4K2A, ADP-Glo luminescence, 1 h; hits give low values; activity change, negative = inhibition, % at 76.9 µM; 420,000 compounds, 0.13% hits; in the data active = activity change below about -50%; inconclusive = mostly about -30% to -49%;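 also: -100% = wells without enzyme as full effect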
#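 In this quantitative HTS, ADP production by PI4K2A was quantified luminescently after 1 h at ambient temperature; 100 microM adenosine served as plate-quality control.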
# TrxR1 substrate – substrates of rat thioredoxin reductase 1; Potency, µM (series often up to 114 µM), without a hit: top-dose activity change, negative = substrate turnover; 390,000 compounds, 0.01% hits; purified TrxR1 substrate turnover, NADPH consumption readout; O89049; also: potency is read from the fitted curve at half-maximal effect; % is scaled to controls: 0 for no effect and ±100 for the full control effect; nearly all actives have a fitted effect of over 50% in size
#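 Rat TrxR1, dispensed at 90 nM, was prereduced with 400 uM NADPH (final) for 5 min at ~22 deg C, then incubated with compound 15 min before 400 uM selenite. A first-read NADPH fluorescence drop versus no-compound background flagged substrates.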
# IDH1 R132H inh – inhibitors of human mutant IDH1 R132H; O75874; IDH1-R132H enzyme, NADPH consumption, diaphorase/resazurin fluorescence; Potency, µM (top dose mostly 76.6 µM), for the others: top-dose activity change, negative = inhibition, actives largely listed as inhibitors; 390,000 compounds, 0.093% hits; AID 602179; also: potency is read from the fitted curve at half-maximal effect; % is scaled to controls: 0 for no effect and ±100 for the full control effect; nearly all actives have a fitted effect of over 65% in size
#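 IDH1-R132H (0.5 ug/mL dispensed) in pH 7.5 Tris buffer was preincubated 30 min with compound, then given a substrate mix of 0.016 mM NADPH and 2 mM alpha-KG for 80 min at room temperature; remaining NADPH was read by diaphorase/resazurin fluorescence.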
# GLS inh – glutaminase GLS (human) inhibition | AID 624170 | Potency, µM (doses to about 45.5 µM), without a hit: top-dose activity change, negative = inhibition, usual class: inhibitors | GLS enzymatic activity, qHTS titration | 410,000 compounds, 0.21% hits | O94925; also: potency is read from the fitted curve at half-maximal effect; % is scaled to controls: 0 for no effect and ±100 for the full control effect
#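 Coupled fluorescence readout: glutamate oxidase/HRP/Amplex Red detect glutamate formed by hKGA from L-glutamine (1 mM solution added). Buffer 45 mM KH2PO4 pH 8.2, 0.02% Tween-20; reads at t0 and 30 min RT.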
# USP1 inh – blocks the human USP1/UAF1 deubiquitinase complex; AID 743255; recombinant USP1/UAF1, Ub-Rhodamine cleavage fluorescence; O94782; 390,000 compounds, 0.23% hits; Potency, µM (titrated, usually from 57.1 µM), inactives show top-dose activity change, negative = inhibition, most hits filed as inhibitors; also: potency is read from the fitted curve at half-maximal effect; % is scaled to controls: 0 for no effect and ±100 for the full control effect; nearly all actives have a fitted effect of over 60% in size; inactives centre near -12
# Target sequence (O94782 whole entry, looked up): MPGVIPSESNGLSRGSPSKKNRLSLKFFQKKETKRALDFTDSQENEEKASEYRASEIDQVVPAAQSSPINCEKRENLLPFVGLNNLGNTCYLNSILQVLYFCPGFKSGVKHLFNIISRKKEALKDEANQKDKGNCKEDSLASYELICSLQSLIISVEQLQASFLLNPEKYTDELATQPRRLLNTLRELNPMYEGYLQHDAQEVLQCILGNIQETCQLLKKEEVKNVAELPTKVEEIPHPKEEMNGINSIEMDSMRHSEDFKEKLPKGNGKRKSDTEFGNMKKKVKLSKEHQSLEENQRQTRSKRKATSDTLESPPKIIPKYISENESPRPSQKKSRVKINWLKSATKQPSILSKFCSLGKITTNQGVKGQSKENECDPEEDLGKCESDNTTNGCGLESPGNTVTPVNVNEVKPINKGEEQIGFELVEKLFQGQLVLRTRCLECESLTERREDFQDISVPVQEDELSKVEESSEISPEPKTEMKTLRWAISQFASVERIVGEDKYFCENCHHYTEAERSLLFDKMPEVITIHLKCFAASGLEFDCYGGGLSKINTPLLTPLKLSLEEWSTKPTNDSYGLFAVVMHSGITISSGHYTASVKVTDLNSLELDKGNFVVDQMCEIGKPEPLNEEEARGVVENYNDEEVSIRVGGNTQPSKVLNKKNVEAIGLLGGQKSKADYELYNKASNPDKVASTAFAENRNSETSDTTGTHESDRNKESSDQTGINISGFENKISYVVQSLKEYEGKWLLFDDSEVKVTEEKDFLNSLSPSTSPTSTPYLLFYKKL
#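 Step one: compound is pinned into 1nM USP1/UAF1 in HEPES pH 7.8 buffer with TCEP. Step two: 15 min room-temperature incubation. Step three: Ub-Rho (150nM final) starts cleavage, tracked by fluorescence over six one-minute reads.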
# Tb PGK inh – T. brucei PGK inhibition; Potency, µM (doses to about 57.5 µM), for the others: at the top dose activity change, negative = inhibition, actives largely listed as inhibitors; P07378; PGK/GAPDH coupled, Kinase-Glo luminescence, 60 min; 380,000 compounds, 0.043% hits; also: potency is read from the fitted curve at half-maximal effect; % is scaled to controls: 0 for no effect and ±100 for the full control effect; nearly all actives have a fitted effect of over 60% in size
#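 Luminescent ATP detection (Kinase-Glo Plus) follows a 60-minute room-temperature incubation, with wells lacking PGK as controls. Buffer: 100 mM TEA (pH 7.6), 5 mM MgCl2, 0.01% Tween-20. Coupling enzyme GAPDH (100 nM final) supplies unstable 1,3-BPG in-well.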
# HP1b binding inh – HP1-beta chromodomain-methylated histone interaction inhibition; P83916; AlphaScreen HP1-beta / biotin-H3K9me3 peptide binding; Potency, µM (top dose mostly 114 µM), for the others: at the highest dose activity change, negative = inhibition, usual class: inhibitors; 390,000 compounds, 0.56% hits; AID 540317; also: potency is read from the fitted curve at half-maximal effect; nearly all actives have a fitted effect of over 70% in size; inactives centre near 23
# Target sequence (P83916 whole entry, looked up): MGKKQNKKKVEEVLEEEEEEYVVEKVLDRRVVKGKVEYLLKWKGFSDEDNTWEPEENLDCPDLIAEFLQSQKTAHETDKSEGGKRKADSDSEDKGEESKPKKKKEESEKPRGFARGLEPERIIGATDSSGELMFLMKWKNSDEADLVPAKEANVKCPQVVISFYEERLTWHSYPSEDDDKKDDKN
#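 AlphaScreen: HP1-beta (50 nM) preformed 30 min with biotin-H3(1-18)K9me3 peptide (50 nM) in PBS pH 7.4, 0.01% Tween-20. Compound added for 30 min at RT, then streptavidin donor/nickel chelate acceptor beads (10 ug/mL) for 30 min.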
# * marks the source's active call; other numbers are inactive results; i = inactive; ? = inconclusive; . = no result given; & = joins results of further samples; [ ] = remark or other dose. Unless noted, calls follow the shape of the dose curve; as a rule, active = well fitted curve in the direction sought with a large enough effect; inconclusive = small, poorly fitted or top-dose-only effect, or another doubt; inactive = no such curve, though single readings can be large; an effect the other way counts as inactive or inconclusive. Not all compounds are listed (hit frequency here may not be typical).
SMILES,rTrxR1 inhibitor,Pin1 inhibitor,PI4K2A block,TrxR1 substrate,IDH1 R132H inh,GLS inh,USP1 inh,Tb PGK inh,HP1b binding inh
Cc1cc(=O)oc2cc(OC(=O)CCN3C(=O)c4ccccc4C3=O)ccc12,40µM*,2%,3,263%[activator],1%,6%,2%,i,10%
Cn1cnnc1Sc1nc2ccccc2nc1NS(=O)(=O)c1ccccc1,1%,-24%,1,-2%,1%,2%,-26%,-2%[11.5 µM],37%[activator]
CCN(C(=O)CSc1nc2ccccc2c(=O)n1-c1ccc(C)cc1)C1CCS(=O)(=O)C1 (configuration not stated),5%[57.1 µM],-3%,0,2%[57.1 µM],-1%,-1%,-2%,-8%,15%
COc1ccc(S(=O)(=O)N(C)CC(=O)NC2CCCC2)cc1Cl,-2%,2%,-4,-5%,3%,1%,-22%,-2%,28%
O=C(Nc1nnc(C2CC2)s1)c1ccco1,20%[57.1 µM],-6%,-3,5%[57.1 µM],9%,14%,-9%,i,20%
CC(Oc1ccc(F)cc1)c1ccnc2nc(/N=C/N(C)C)nn12 (configuration not stated),-6%[57.1 µM],-2%,6,5%[57.1 µM],10%,0%,-24%,-10%,25%
CC(=O)c1cc(C(=O)Nc2ccc(C(=O)O)cc2)oc1C,4%[57.1 µM],-5%,0,7%[57.1 µM],3%,7%,-8%,7%,30%
CC1(c2nnc(-c3cccc(Cl)c3)o2)CC(c2ccccc2F)=NO1 (configuration not stated),?,14%,-3,-6%[57.1 µM],10%,-4%,-29%,i,117%[activator]
COc1cccc(/C=N/NC(=O)N/N=C/c2cccc(OC)c2O)c1O,9%,15%,-19,-4%,0%,34%[activator],-25%,-14%,35%
CCOc1cc(C2c3c(n[nH]c3C)C(=O)N2c2ccc(C)cc2)ccc1O (configuration not stated),?,0%,0,1%,-6%,0%,-17%,1%,16%
C[C@H]1O[C@@H](n2cc(F)c(=O)[nH]c2=O)[C@H](O)[C@@H]1O,15%&4%,5%,-4&1,4%,-3%,-7%&6%,-14%,0%,19%
NNC(=O)c1sccc1OCc1ccc(Cl)cc1Cl,15%[57.1 µM],0%,-7,5%[57.1 µM],-28%,-2%,-23%,2%,38%
CCCSc1ncnc2sc(C)c(C)c12,23%,-5%,2,-2%,2%,-13%,-11%,-1%,132%[activator]
COc1cc(C(c2c(C)[nH][nH]c2=O)c2c(C)[nH][nH]c2=O)ccc1OS(=O)(=O)c1ccc(C)cc1,-9%,2%,-2,-3%,4%,-12%,-9%,-7%,21%
Cc1cc(C)c([N+](=O)[O-])cc1NCC(=O)N1CCN(c2ccccc2)CC1,14%,1%,6,3%,3%,15%,-18%,6%,25%
COc1ccccc1N1CCN(/N=C/c2ccc(C(=O)O)cc2)CC1,8%,4%,1,-5%,-2%,17%,-21%,.,32%
Cc1cc(C)cc(Nc2ncnc3nc[nH]c23)c1,15%,3%,-1,4%,0%,-4%,-13%,0%,66%[activator]
CC(=O)N1CCCc2cc(S(=O)(=O)N3CCCCC3)ccc21,11%[57.1 µM],-2%,-2,5%[57.1 µM],-11%,1%,-8%,0%,30%[57 µM]
O=C(NCCS(=O)(=O)NCc1ccccn1)c1ccccc1,-2%,-1%,8,-6%,19%,4%,-17%,13%,-2%
Cc1ccc(S(=O)(=O)CC(=O)Nc2nc3ccccc3s2)cc1,-7%,1%,0,-6%,-8%,12%,-14%,5%,12%

# Record cards (already shown). Screens in order: rTrxR1 inhibitor | Pin1 inhibitor | PI4K2A block | TrxR1 substrate | IDH1 R132H inh | GLS inh | USP1 inh | Tb PGK inh | HP1b binding inh
# Cc1ccc(S(=O)(=O)CC(=O)Nc2nc3ccccc3s2)cc1 is listed as -7% | 1% | 0 | -6% | -8% | 12% | -14% | 5% | 12%
# O=C(NCCS(=O)(=O)NCc1ccccn1)c1ccccc1 is listed as -2% | -1% | 8 | -6% | 19% | 4% | -17% | 13% | -2%
# Cc1cc(C)cc(Nc2ncnc3nc[nH]c23)c1 is listed as 15% | 3% | -1 | 4% | 0% | -4% | -13% | 0% | 66%[activator]
# CC(Oc1ccc(F)cc1)c1ccnc2nc(/N=C/N(C)C)nn12 (configuration not stated) is listed as -6%[57.1 µM] | -2% | 6 | 5%[57.1 µM] | 10% | 0% | -24% | -10% | 25%

# 3 of the compounds above, tab-delimited:
canonical_smiles	rTrxR1 inhibitor	Pin1 inhibitor	PI4K2A block	TrxR1 substrate	IDH1 R132H inh	GLS inh	USP1 inh	Tb PGK inh	HP1b binding inh
CC(=O)c1cc(C(=O)Nc2ccc(C(=O)O)cc2)oc1C	4%[57.1 µM]	-5%	0	7%[57.1 µM]	3%	7%	-8%	7%	30%
CC1(c2nnc(-c3cccc(Cl)c3)o2)CC(c2ccccc2F)=NO1 (configuration not stated)	?	14%	-3	-6%[57.1 µM]	10%	-4%	-29%	i	117%[activator]
COc1cccc(/C=N/NC(=O)N/N=C/c2cccc(OC)c2O)c1O	9%	15%	-19	-4%	0%	34%[activator]	-25%	-14%	35%

# Continued:
SMILES,rTrxR1 inhibitor,Pin1 inhibitor,PI4K2A block,TrxR1 substrate,IDH1 R132H inh,GLS inh,USP1 inh,Tb PGK inh,HP1b binding inh
Clc1ccccc1CN(Cc1ccccc1)c1ncnc2nc[nH]c12,-8%,?,-3,-2%,-6%,2%,-17%,10%,28%
O=C(Nc1ccc(O)c2c(=O)cc(-c3ccccc3Cl)oc12)c1cc(Cl)cc(Cl)c1,-10%,13%,.,-7%,.,.,.,.,24%
CCOC(=O)C1(Cc2ccc(OC)cc2)CCN(C(=O)CCc2cccnc2)CC1,-6%,-6%,1,-3%,6%,9%,-13%,-1%,31%
COc1ccc(S(=O)(=O)NC(CC(=O)NCc2ccc3c(c2)OCO3)c2ccco2)cc1 (configuration not stated),19%[57.1 µM],-3%,-10,-1%[57.1 µM],-1%,-10%,-16%,i,37%
COc1cc(C=O)c(-c2c(C=O)cc(OC)c3c2OCO3)c2c1OCO2,11%,-2%,5,-10%,-20%,24%,-18%,i,19%
CCOC(=O)c1c(N)sc(C(=O)Nc2ccccc2)c1C,-18%,-14%,-19,-9%,-3%,0%,-5%,-5%,?
O=C(NC(=S)Nc1ccccc1C(F)(F)F)c1ccccc1F,0%[57.1 µM],-6%,-3,8%[57.1 µM],10%,3%,1%,-4%,32%
O=C(CN1c2ccccc2Sc2ccccc21)N/N=C/c1ccc(Cl)cc1,11%[57.1 µM],16%,0,5%,1%,3%,-19%,2%,17%
Cn1c2c(c(=O)n(C)c1=O)C(NS(=O)(=O)c1ccccc1)(C(F)(F)F)C(=O)N2 (configuration not stated),8%,0%,-3,-8%,5%,2%,-2%,-2%,17%
CCn1cc(CNC(=O)c2cc(-c3cc(OC)ccc3OC)nc3ccccc23)c(C)n1,-8%,20%,2,-6%,11%,-1%,-23%,-7%,33%
CCOC(=O)CSc1nnc(CNC(=O)c2ccco2)n1C,7%,-2%,4,3%,12%,0%,-9%,-4%,18%
C=CCn1c(CC(C)(C)C)nc2ccccc21,6%,-4%,-21,8%[57.1 µM],3%,11%,-12%,-1%,-6%
Cc1ccc(/C=N/NC(=O)CNC(=O)c2cccs2)cc1,13%,?,-15,2%,9%,0%,-11%,0%,26%
CCOC(=O)c1c(C)[nH]c(C(=O)OCC(=O)Nc2cccnc2Cl)c1C,19%,11%,0,8%,-2%,30%,-14%,-2%,1%
COc1cc(C2=NOC(C(=O)Nc3ccc(C(C)=O)cc3)C2)cc(OC)c1OC (configuration not stated),10%,-10%,1,-7%,4%,-1%,2%,-8%,7%
Cc1cc2nc3c(=O)[nH]c(=O)[nH]c3nc2c([N+](=O)[O-])c1N,-10%,.,-24,-18%,19%,20%,?,?,?
COc1ccc(OC)c(NC(=O)CSc2nnc(CNC(=O)c3ccco3)o2)c1,4%,-4%,8,11%,4%,-1%,-21%,i,-19%
CN(C)c1ccc(S(=O)(=O)NCC(=O)OCC(=O)Nc2cc(Cl)cc(Cl)c2)cc1[N+](=O)[O-],4%,-7%,-3,-10%,5%,-2%,-3%,-7%,-19%
O=C(NCCCCNC(=O)C(F)(F)F)C(F)(F)F,3%,0%,2,-5%,12%,0%,-12%,i,38%[activator]
CC1(C)Cc2c(cnn2-c2ccccc2)C(NC(=O)c2ccc[n+]([O-])c2)C1 (configuration not stated),8%,3%,1,2%,8%,2%,-18%,0%,28%
Cc1c(C(=O)N2CCN(c3ccccn3)CC2)oc2c(F)cccc12,22%,-4%,-8,7%,16%,1%,-13%,-2%,11%
